High-throughput results deposited in PubChem BioAssay by several laboratories.
b-catenin transl: modulators of beta-catenin nuclear translocation. 190,000 compounds, 0.3% hits. nuclear translocation activity, % at 5 µM. AID 1665. HeLa beta-catenin nuclear translocation, immunofluorescence imaging;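 active = nuclear translocation activity above 50% at 5 µM, with a well cell count of 50 or more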;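 also: per-cell ratio of nuclear to cytoplasmic median beta-catenin stain intensity; plate controls were DMSO negative control for no effect and GSK-3 inhibitor IX positive control for full effect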
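System: Human HeLa cells, endogenous beta-catenin | Compound dosing: 5 µM primary, 0.02–20 µM confirmation | Timing: 24 h compound exposure at 37°C, 5% CO2 | Measured by: Fluorescence imaging of beta-catenin antibody stain plus DAPI | Read-out basis: % activation of per-cell nuclear versus cytoplasmic median beta-catenin signal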
Ins promoter up: MIN6 insulin promoter up-regulation; MIN6 insulin promoter-GFP reporter, high-content imaging; active compounds read high; z-score at 5 µM; 190,000 compounds, 0.3% hits; AID 1625;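 active = z-score above 3 at 5 µM with at least 500 cells counted in the well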
XIAP displacement: XIAP antagonists, biochemical, IAP family, fluorescence polarization (AID 1018). XIAP BIR domain, fluorescence polarization peptide displacement; higher % means a stronger effect. 200,000 compounds, 0.007% hits. one-dose displacement, % at 20 µM; IC50 in µM for titrated hits; in the data active = displacement above about 50%; also: a part of the inactive calls stands beside numbers as strong as those of hits
Hep lipid drop: hepatic lipid droplet formation modulation; AML12 mouse hepatocytes, oleate lipid droplets, BODIPY imaging; inhibition, % at 6.5 µM; 240,000 compounds, 0.4% hits; AID 1656;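 active = lipid droplet intensity inhibited by at least 50%, with more than 500 cells counted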
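Assay system: AML12 hepatocytes (mouse); Probe or stimulus: oleic acid at 100 µM to induce lipid droplet formation; Dosing: compound at 6.5 µM only; Schedule: compound with oleate, overnight; Detection: fluorescence imaging, 20x objective, two fields per well; Measure: % inhibition of lipid droplet signal.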
MT stabilizer: microtubule stabilization, imaging screen. HeLa tubulin immunostaining HCS, 24 h; share of cells brighter than vehicle mean+2SD. % tubulin-high responders, % at 10 µM. 200,000 compounds, 0.83% hits;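 active = plate Z-score above 3 for both tubulin-high and condensed-nucleus cell shares, with cell loss under 80%, at 10 µM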;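 also: anti alpha tubulin signal scored within the nucleus-defined area of each cell; some results filed as inactive read as strong as hits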
CSM14.1 death rescue: protection against thapsigargin-triggered cell killing – 384-well, CSM14.1, ATP luminescence, primary screen (AID 1222); CSM14.1 thapsigargin-induced death rescue, ATP luminescence; higher % means a stronger effect; cellular ATP content (survival), % at 20 µM; hits with a dose series show EC50 in µM; 190,000 tested, under 10 active;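 active = EC50 below 50 µM in the dose-response confirmation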;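 also: death triggered by thapsigargin at about 15 µM added after 2 h compound pretreatment; cell ATP read after overnight thapsigargin exposure of roughly 18 to 22 hours; normalized against plate controls of thapsigargin alone and 5% DMSO vehicle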
Autophagy HCS: alters autophagy in cells. 190,000 compounds, 0.98% hits. calls only at 10 µM (by protocol). MEF GFP-LC3 puncta imaging; test concentration mostly 10 µM;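 active = percentage of spot-positive cells more than 3 SD above its plate mean, without a fluorescence outlier flag or 80% toxicity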;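 also: spot-positive cell cutoff set from DMSO-treated cells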
Dynein transport: blocks dynein driven cargo transport along microtubules; 3617.4 mouse cells, GR-EGFP nuclear translocation imaging; test concentration mostly 20 µM; stimulated with dexamethasone, 1 µM; active compounds read low; z-score, hits read low; 220,000 compounds, 0.47% hits;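 active = plate z-score of nuclear minus cytoplasmic receptor signal below a set negative limit, without overly bright fluorescence or cell loss, cut at about -3.5 in these data, passing the limit was not always enough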;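 also: z-score of nuclear minus cytoplasmic ring GR-EGFP intensity difference per well; some compounds called inactive have numbers as strong as hits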
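Buffer or medium: tet-free, stripped-serum medium; Also added: dexamethasone, 1.0 µM final; Technique: high-content fluorescence imaging after fixation; Times: 48 h induction, 1 h compound, 30 min dex at 37 °C; Read-out: per-cell GR-EGFP intensity, nucleus versus surrounding cytoplasmic ring, well-averaged.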
WT yeast gro inh: growth inhibition of WT yeast, mitochondrial fusion screen | AID 1362 | mitochondrial fusion phenotypic screen, WT strain | 190,000 compounds, 2.1% hits | inhibition, % at 10 µM; in the data active = inhibition above about 58%; tested in S. cerevisiae
WT yeast gro inh mutant strain: recorded beside WT yeast gro inh, whose call it bears; inhibition, %; mitochondrial fusion phenotypic screen, mutant strain inhibition
Dynein transport cytoplasmic EGFP: also measured in Dynein transport; calls as there; z-score; measured here: cytoplasmic GR-EGFP intensity; active compounds read high
Dynein transport nuclear GR-EGFP: second read-out of Dynein transport, no call of its own (marks repeat the call); z-score; measured here: nuclear GR-EGFP intensity;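 lower value marks the stronger effect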
Dynein transport cell count: recorded beside Dynein transport, whose call it bears; z-score; measured here: cell count per field
Ins promoter up cell count: recorded beside Ins promoter up, whose call it bears; cell count; measured here: cytotoxicity, nuclei count;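 total cells summed across four imaged fields per well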
Hep lipid drop cells 6.5 µM: second read-out of Hep lipid drop, no call of its own (marks repeat the call); cell count; measured here: cell count, cytotoxicity flag;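 cells counted across two imaged fields per well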
b-catenin transl cell count 5 µM: recorded beside b-catenin transl, whose call it bears; cell count; measured here: cell count, cytotoxicity flag
MT stabilizer Hoechst-high %: recorded beside MT stabilizer, whose call it bears; % Hoechst-high responders; measured here: nuclear condensation Hoechst responders;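 share of cells brighter than vehicle mean plus two SD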
MT stabilizer cytotoxicity %: further read-out of MT stabilizer, marked with its call; toxicity, %; measured here: cytotoxicity by cell density;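 0% = mean cell density of plate MIN control wells and 100% = no cells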
Autophagy HCS cell loss 18 h: also measured in Autophagy HCS; calls as there; toxicity, %; measured here: cell loss, nuclei count;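 cell loss after 18 h compound exposure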
Active calls of the source: *; i = inactive; x = not tested or not shown. This is a subset; the hit share may differ from the screen's.

SMILES	b-catenin transl	b-catenin transl cell count 5 µM	Ins promoter up	Ins promoter up cell count	XIAP displacement	Hep lipid drop	Hep lipid drop cells 6.5 µM	MT stabilizer	MT stabilizer Hoechst-high %	MT stabilizer cytotoxicity %	CSM14.1 death rescue	Autophagy HCS	Autophagy HCS cell loss 18 h	Dynein transport	Dynein transport cytoplasmic EGFP	Dynein transport nuclear GR-EGFP	Dynein transport cell count	WT yeast gro inh	WT yeast gro inh mutant strain
CC1(C)CC(N(CCc2ccccc2)Cc2ccccc2)CCO1 (stereo unspecified)	0.2	1322	-0.18	976	x	-4	680	x	x	x	x	x	x	-0.07	-0.29	-0.036	1.3	x	x
CCc1ccccc1N1C(=O)NC(=O)/C(=C\c2cc(C)n(C)c2C)C1=O	-3.7	568	0.11	1457	-1.1%	-8	600	0.6	2.3	7.1	7.5%	i	-5	0.22	-0.22	0.4	-0.97	-11	5
Cc1ccc(C)c(OCC(=O)N2CCN(Cc3ccc4c(c3)OCO4)CC2)c1	-0.7	1507	-1.2	1592	-1.9%	-42	641	3.6	2.5	9.9	-1.9%	i	22	1.1	-0.043	1	-2.2	8	20
CC1(C)Cc2c(sc3c2C(=O)NC(c2cccnc2)N3)CO1 (stereo unspecified)	-0.1	1050	0.13	1268	-12%	-1	613	5.3	1.0	11	x	i	10	0.26	-0.22	0.31	0.7	-4	-13
CCOC(=O)c1c(C)[nH]c(C(=O)C(C)N2CCCC2)c1C (stereo unspecified)	1.4	1102	-0.59	1226	-4.6%	-2	736	2.2	2.1	0.3	-4.9%	i	13	-0.78	-0.25	-0.27	0.23	10	24
COc1cc2[nH]c(=O)n(-c3ccccc3)c(=O)c2cc1OC	4.8	1076	0.04	1355	-3.8%	-14	723	3.4	1.3	0.6	1.5%	i	4	-0.18	-0.17	-0.062	-0.31	-7	2
Cc1cccc(C)c1NC(=O)c1cccn(Cc2ccc3c(c2)OC(F)(F)O3)c1=O	-5.2	1104	0.31	1799	-3.2%	0	627	2.4	1.3	1.2	0.0%	i	2	1.9	-0.15	0.29	-1.1	61*	52*
COC1CC(OC2CCC3(C)C(CCC4C3CCC3(C)C(C5=CC(=O)OC5)C(OC(C)=O)CC43O)C2)OC(C)C1OC1OC(COC2OC(CO)C(O)C(O)C2O)C(O)C(O)C1O (stereo unspecified)	9.9	559	0.83	555	x	2	639	x	x	x	x	x	x	-0.41	-0.64	0.17	-0.58	x	x
COc1ccc(OC)c(N2C(=O)NC(=O)/C(=C/c3ccc([N+](=O)[O-])s3)C2=O)c1	0.6	1032	x	x	-4.2%	-2	716	1.6	1.5	2.4	-1.3%	i	15	-5.3*	2*	-2.5*	0.29*	22	26
O=C(O)Cn1cc(C(=O)c2ccccc2)c2ccccc21	-0.7	1076	-0.13	1254	-2.5%	-2	804	2.9	1.1	50	-2.6%	i	5	-0.53	-0.29	0.039	0.51	-11	-12
O=C1OCc2cc(N=Nc3c(O)[nH]c(=O)[nH]c3=O)ccc21	-1.9	1240	-0.67	1381	x	14	658	x	x	x	x	x	x	-0.29	-0.26	-0.1	0.94	x	x
CN1CCN(CCOC2c3ccccc3CSc3ccc(Cl)cc32)CC1 (stereo unspecified)	-0.6	507	-0.68	1271	3.7%	-4	647	4.7	2.8	11	1.5%	i	4	0.029	-0.23	0.049	0.13	22	28
CN(C)C(=O)OCc1n(C)cc[n+]1C	-4.2	618	0.79	1344	-4.1%	-20	678	5.6	2.2	8.9	-1.0%	i	-2	-0.35	-0.048	-0.34	0.41	-7	-5
O=C(Cc1ccccc1)N1CCN(C2CCCCCC2)CC1	1.5	1532	-0.53	1401	-3.3%	9	747	4.1	1.6	8.4	1.6%	i	4	2.1	-0.27	1.1	-0.43	6	4
CCN1CCN(Cc2ccc(C)cc2C)CC1	-6.4	1077	-0.05	1056	-3.6%	x	x	5.3	2.6	7.3	-1.2%	i	-2	-0.8	-0.23	-0.018	0.79	24	25
COc1ccccc1N1C(=O)NC(=O)C(CCc2ccncc2)(CCc2ccncc2)C1=O	1.4	1193	0.22	1071	-5.2%	-11	752	1.4	1.0	6.4	4.0%	i	3	0.44	-0.072	0.81	-1	-12	-80
COc1ccc(N=C(C)c2c(O)n(C3CCCCC3)c(=O)[nH]c2=O)c(OC)c1	-4.9	1018	-0.01	1128	0.0%	x	x	6.4	1.9	6.2	0.4%	i	13	0.08	-0.18	0.24	-0.2	13	8
Cc1ccccc1-n1c(O)c(/C=N/N2CCOCC2)c(=O)[nH]c1=S	-4.3	553	1.2	1099	-4.2%	-14	741	3.6	2.5	8.6	-2.3%	i	-44	1.9	-0.095	2.8	-1.7	0	-11
CN(C)C(=O)Oc1cccc(-c2cn3cc(Cl)ccc3n2)c1	-0.8	567	-0.04	1149	-22%	6	591	3.1	3.3	4.0	-9.6%	i	7	0.25	-0.25	0.13	-1.1	-9	-19
COc1ccc(S(=O)(=O)NC(CC(=O)N2CCC3(CC2)OCCO3)c2ccco2)cc1 (stereo unspecified)	x	x	0.3	1408	0.4%	5	675	7.7	12	96	-2.5%	i	-2	2	-0.12	1.6	-2.6	3	6
CCN1c2nc3ccccn3c(=O)c2CC2(C(=O)N(C)C(=O)N(C)C2=O)C1C (stereo unspecified)	-2.7	1088	x	x	-10%	-4	715	2.7	1.0	3.4	1.0%	i	-3	1.3	-0.27	-0.34	0.6	-8	-8
COCCNCCOc1ccc(C(C)(C)c2ccccc2)cc1	1.8	946	0.93	1150	14%	28	607	4.2	2.3	10	-2.2%	i	-5	0.63	-0.26	-0.069	-0.79	7	17
CCCCC(=O)N/N=C/c1c(O)n(C2CC2)c(=S)[nH]c1=O	-0.3	967	0.07	1409	-5.3%	7	598	2.0	2.3	11	12%	i	-11	-0.82	-0.22	-0.31	0.026	6	13
O=c1c2ccccc2nc(-c2ccc(-c3ccccc3)cc2)n1-c1ccncc1	-1.7	1084	0.64	2018	1.7%	-7	676	4.7	3.0	8.7	-2.5%	i	7	1	-0.2	0.25	-1	2	-7
O=c1[nH]c(=S)n(C2CC2)c(O)c1C=NCC1CCCO1 (stereo unspecified)	-0.5	1308	0.2	1002	x	24	724	x	x	x	x	x	x	0.68	-0.16	0.92	-1.2	x	x

Taken from above:
Under MT stabilizer cytotoxicity %, `COc1ccccc1N1C(=O)NC(=O)C(CCc2ccncc2)(CCc2ccncc2)C1=O` is listed with 6.4
Under MT stabilizer, `COc1ccc(S(=O)(=O)NC(CC(=O)N2CCC3(CC2)OCCO3)c2ccco2)cc1` (stereo unspecified) is listed with 7.7

(continued)
SMILES	b-catenin transl	b-catenin transl cell count 5 µM	Ins promoter up	Ins promoter up cell count	XIAP displacement	Hep lipid drop	Hep lipid drop cells 6.5 µM	MT stabilizer	MT stabilizer Hoechst-high %	MT stabilizer cytotoxicity %	CSM14.1 death rescue	Autophagy HCS	Autophagy HCS cell loss 18 h	Dynein transport	Dynein transport cytoplasmic EGFP	Dynein transport nuclear GR-EGFP	Dynein transport cell count	WT yeast gro inh	WT yeast gro inh mutant strain
CCc1ccccc1NC(=O)CNC1CCCCC1	0.3	1426	0.08	1417	1.7%	3	703	3.9	1.8	12	-1.3%	i	8	1.8	-0.15	0.33	-1.1	-19	-10
Fc1ccc2c(c1)nnn2C1CCN(Cc2ccccc2)CC1	0.8	1085	0.78	808	-5.0%	10	754	4.8	2.7	7.8	-0.6%	i	-4	-0.66	-0.2	-0.07	0.37	0	-6
CC(C)CCC1(CCc2ccncc2)C(=O)NC(=O)NC1=O	2.4	481	x	x	1.5%	31	733	6.6	0.6	85	-1.6%	i	0	-0.48	-0.28	-0.13	1.2	-24	7
O=C1CN=C(c2ccccc2)c2oc3ccc(Br)cc3c2N1	-2.8	931	0.97	1515	-1.0%	x	x	3.4	2.3	8.6	0.1%	i	12	-0.44	-0.23	0.097	0.38	4	6
Cc1ccnc(-n2c(C)cc(C=C3C(=O)N(C)C(=S)N(C)C3=O)c2C)c1	-3.5	838	0	1535	-8.5%	x	x	3.8	3.2	1.0	-0.8%	i	5	-0.7	-0.52	-0.46	0.85	-3	11
CN1C(=O)/C(=C\c2ccc(N3CCCCCC3)cc2)C(=O)NC1=S	-2.1	1104	-0.73	1368	x	8	731	x	x	x	x	x	x	-0.32	-0.23	-0.22	0.64	x	x
CCC(=NCCCn1ccnc1)c1c(O)n(Cc2ccccc2)c(=O)[nH]c1=O	x	x	0.72	944	-5.5%	x	x	1.8	2.1	6.6	-1.5%	i	6	-0.21	0.3	0.076	0.18	8	-3
CCCCCCC(N)CC(=O)O (stereo unspecified)	-1.3	1113	-0.71	947	-3.3%	2	764	4.0	2.3	5.2	0.2%	i	-8	-0.12	-0.17	0.24	1.5	7	10
COc1ccc(CN2C(=O)NC(=O)/C(=C\c3cccc(OC)c3OC)C2=O)cc1	-0.9	1058	-0.22	1275	-3.7%	-3	705	1.0	1.9	2.1	0.5%	i	-6	1.1	-0.15	0.19	-0.53	6	1
CN[C@H](C)[C@H](O)c1ccccc1	-0.4	1095	-0.42	1495	-2.0%	-5	693	x	x	x	-1.6%	x	x	x	x	x	x	3	13
N=C1c2ccccc2CN1CC(=O)c1ccccc1	-0.3	1049	0.39	1582	-2.7%	27	670	4.3	2.1	3.0	-0.5%	i	16	-0.027	-0.016	0.069	-0.54	24	8
Cn1nnc(CC[N+](C)(C)C)n1	1.0	1240	-0.95	1060	x	-8	601	x	x	x	x	x	x	-0.72	-0.091	-0.38	1.8	x	x
